Screens from PubChem.
UBC13 inh: blocks human UBC13 polyubiquitin chain formation. P61088. TR-FRET. inhibition, % at 20 µM. 330,000 compounds, 0.47% hits. AID 485273; in the data active = inhibition above about 45%, passing the limit was not always enough
Target sequence (P61088 whole entry, looked up): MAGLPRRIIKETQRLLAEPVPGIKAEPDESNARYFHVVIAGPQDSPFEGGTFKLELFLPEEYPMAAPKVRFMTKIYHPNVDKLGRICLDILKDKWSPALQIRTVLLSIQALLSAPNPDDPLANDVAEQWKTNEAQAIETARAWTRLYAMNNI
CCR6 antagonist: CCR6 (human) receptor antagonism; CHO-K1 CCR6 PathHunter beta-arrestin, luminescence, CCL20-stimulated; inhibition, % at 20 µM; P51684; 340,000 compounds, 0.49% hits;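 active = compounds whose inhibition of the agonist-driven luminescence signal at 20 µM reaches about 50%, limit read from the data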;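 note: cells stimulated with CCL20 at 14 nM final; plate controls were DMSO with CCL20 for no effect and DMSO without agonist for full effect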
Jurkat NFkB inh: lowers PMA/ionomycin-induced NF-kB signal in Jurkat cells | PMA/ionomycin-induced NF-kB luciferase reporter, luminescence | 330,000 compounds, 0.53% hits | inhibition, % at 4 µM; in the data active = inhibition above about 50%
CXCR6 inh: CXCR6 (human) receptor inhibition; CHO-K1 PathHunter CXCR6 beta-arrestin, luminescence; AID 602244; 360,000 compounds, 0.36% hits; O00574; inhibition, % at 20 µM; in the data active = inhibition above about 34%, passing the limit was not always enough;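 note: antagonist mode with CXCL16 agonist at 10 nM final; 0% = 10 nM CXCL16 with DMSO and 100% = unstimulated wells without agonist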
Target sequence (O00574 whole entry, looked up): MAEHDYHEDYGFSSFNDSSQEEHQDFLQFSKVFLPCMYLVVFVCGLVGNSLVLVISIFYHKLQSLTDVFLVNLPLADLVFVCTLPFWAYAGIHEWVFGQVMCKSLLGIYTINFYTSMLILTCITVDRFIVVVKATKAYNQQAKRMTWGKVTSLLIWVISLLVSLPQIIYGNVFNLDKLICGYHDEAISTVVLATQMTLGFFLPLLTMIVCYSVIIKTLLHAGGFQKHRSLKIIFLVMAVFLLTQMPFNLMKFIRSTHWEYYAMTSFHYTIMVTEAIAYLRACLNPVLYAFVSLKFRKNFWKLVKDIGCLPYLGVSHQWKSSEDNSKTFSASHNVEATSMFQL
APJ antag: APJ receptor antagonism; P35414; CHO-K1 APJ beta-arrestin complementation, luminescence; inhibition, % at 20 µM; 330,000 compounds, 0.32% hits; AID 2521;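 active = inhibition above about 40% at 20 µM, limit read from the data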;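 note: cells challenged with 10 nM apelin-13 agonist together with compound; plate controls were apelin-13 plus DMSO wells for no effect and DMSO wells lacking apelin-13 for full effect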
Target sequence (P35414 whole entry, looked up): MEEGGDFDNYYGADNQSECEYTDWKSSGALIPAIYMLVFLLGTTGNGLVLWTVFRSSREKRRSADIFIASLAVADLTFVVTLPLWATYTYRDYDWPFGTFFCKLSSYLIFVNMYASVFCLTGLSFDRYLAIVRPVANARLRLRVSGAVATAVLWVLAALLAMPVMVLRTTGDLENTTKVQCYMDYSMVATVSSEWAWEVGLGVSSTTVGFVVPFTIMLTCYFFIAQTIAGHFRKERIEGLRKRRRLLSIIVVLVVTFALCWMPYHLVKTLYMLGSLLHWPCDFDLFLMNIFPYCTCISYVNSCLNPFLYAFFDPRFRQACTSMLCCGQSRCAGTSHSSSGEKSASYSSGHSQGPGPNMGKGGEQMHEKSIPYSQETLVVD
Gli-Sufu block: blocks Gli-Sufu signaling in a luciferase reporter; 340,000 compounds, 0.74% hits; Sufu-KO-LIGHT fibroblasts, Gli luciferase reporter luminescence; inhibition, % at 5 µM; AID 588413;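 active = inhibition above about 55%, limit read from the data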;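 note: 0% = DMSO-treated cells and 100% = wells with medium but no cells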
EBI2 block: EBI2 (human) antagonism. P32249. EBI2 beta-arrestin recruitment, luminescence, 7a,25-OHC stimulated. inhibition, % at 5 µM. 360,000 compounds, 0.81% hits; in the data active = inhibition above about 38%;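 note: enzyme fragment complementation signal reports receptor beta-arrestin coupling in cells; 0% = agonist plus DMSO wells and 100% = wells without agonist; some results beyond the cut were filed as inactive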
697 NFkB inh: inhibitors of the PMA/ionomycin-induced NF-kB reporter in 697 B cells; 697 B-cell NF-kB luciferase reporter, 16 h; inhibition, % at 4 µM; 330,000 compounds, 0.33% hits; AID 435022; in the data active = inhibition above about 35%
Starred values were filed as active, the others as inactive; / = no result given.

SMILES | UBC13 inh | CCR6 antagonist | Jurkat NFkB inh | CXCR6 inh | APJ antag | Gli-Sufu block | EBI2 block | 697 NFkB inh
CCOC(=O)NC(=O)/C(C#N)=N\Nc1cccc(OC)c1 | -3 | 13 | -4 | 11 | 2 | -2 | -11 | 12
O=C(C(=O)N1CCN(c2ccc(F)cc2)CC1)c1cn(CC(=O)N2CCOCC2)c2ccccc12 | 7 | 15 | -2 | -2 | 6 | -14 | -5 | 9
CC1CCN(c2nc3c(N)ncnc3n2[C@@H]2O[C@H](CO)[C@@H](O)[C@H]2O)CC1 | 4 | -12 | -4 | -2 | 9 | 6 | -9 | -1
CCOc1ncccc1C(=O)Nc1ccc(-c2cn3ccsc3n2)cc1 | 12 | -23 | 10 | -2 | 8 | 1 | 4 | -30
COC(=O)c1cc(COC(=O)COc2ccc(C)c(C)c2)oc1C | 0 | 21 | -122 | -1 | 9 | 2 | -11 | -66
O=C(CSc1nc2ccc(Cl)cc2[nH]1)Nc1ccc2[nH]c(=O)[nH]c2c1 | -1 | 1 | 7 | -9 | -23 | -18 | 0 | 5
O=C(O)c1cccc(NC(=O)c2cccc(NC(=O)C3CCCO3)c2)c1 (stereo unspecified) | -5 | 5 | 32 | 4 | 20 | -4 | -12 | 14
Cc1ccc(S(=O)(=O)N(C)C)cc1NC(=O)COC(=O)C1CCCC1 | -8 | 10 | 7 | 0 | 0 | -11 | -9 | -19
O=C(NCCCn1ccnc1)/C(=C/c1ccco1)NC(=O)c1ccco1 | 2 | -2 | -1 | 1 | -1 | 5 | 5 | 22
CCN(CC)CCCNc1ccc(-c2nnc(-c3ccc(OCC(C)C)cc3)o2)cn1 | 47* | 36 | 60* | -10 | 5 | -5 | -1 | -45
CCCc1cc(=O)[nH]c(SCC(=O)Nc2nonc2N)n1 | -1 | -13 | 9 | -1 | -3 | 1 | -4 | 7
Cc1nn(C)c(C)c1CNC(=O)Nc1cccc(Cl)c1 | -6 | 2 | -47 | -1 | 2 | -48 | 0 | -42

7 entries out of the list, ordered by SMILES length, smallest number first.
SMILES | UBC13 inh | CCR6 antagonist | Jurkat NFkB inh | CXCR6 inh | APJ antag | Gli-Sufu block | EBI2 block | 697 NFkB inh
Cc1nn(C)c(C)c1CNC(=O)Nc1cccc(Cl)c1 | -6 | 2 | -47 | -1 | 2 | -48 | 0 | -42
CCCc1cc(=O)[nH]c(SCC(=O)Nc2nonc2N)n1 | -1 | -13 | 9 | -1 | -3 | 1 | -4 | 7
COC(=O)c1cc(COC(=O)COc2ccc(C)c(C)c2)oc1C | 0 | 21 | -122 | -1 | 9 | 2 | -11 | -66
O=C(NCCCn1ccnc1)/C(=C/c1ccco1)NC(=O)c1ccco1 | 2 | -2 | -1 | 1 | -1 | 5 | 5 | 22
O=C(O)c1cccc(NC(=O)c2cccc(NC(=O)C3CCCO3)c2)c1 (stereo unspecified) | -5 | 5 | 32 | 4 | 20 | -4 | -12 | 14
CCN(CC)CCCNc1ccc(-c2nnc(-c3ccc(OCC(C)C)cc3)o2)cn1 | 47* | 36 | 60* | -10 | 5 | -5 | -1 | -45
O=C(CSc1nc2ccc(Cl)cc2[nH]1)Nc1ccc2[nH]c(=O)[nH]c2c1 | -1 | 1 | 7 | -9 | -23 | -18 | 0 | 5

Further structures follow.
SMILES | UBC13 inh | CCR6 antagonist | Jurkat NFkB inh | CXCR6 inh | APJ antag | Gli-Sufu block | EBI2 block | 697 NFkB inh
CCOC(=O)c1sc(-c2ccccc2)cc1NC(=O)c1ccc(S(=O)(=O)N(CCOC)CCOC)cc1 | 17 | 10 | -3 | -1 | -5 | 5 | 37 | -5
CC(C)[C@H](NC(=O)c1ccco1)C(=O)NC12CC3CC(CC(C3)C1)C2 | -2 | 23 | 5 | 9 | 0 | 2 | -6 | 4
Cc1c(NC(=O)C(C)NCC2CCCO2)c(=O)n(-c2ccccc2)n1C (stereo unspecified) | 2 | 25 | -4 | 6 | -21 | 7 | -4 | 15
O=C(NCCOc1ccccc1)C1CCC(=O)N(CCCN2CCOCC2)C1 (stereo unspecified) | 3 | 2 | 7 | 6 | -5 | 2 | 2 | 10
COc1ccc(-n2ncc3c(NCCCn4ccnc4)ncnc32)cc1 | 18 | 15 | -37 | 1 | -25 | -19 | -2 | -40
CCc1cccc(NC(=O)Cn2c(=O)n(CCC(=O)NCC3CCCO3)c(=O)c3cc(OC)c(OC)cc32)c1 (stereo unspecified) | 6 | 5 | -15 | 3 | 10 | -31 | 4 | 2
Cc1ccc(N2CCN(c3ccc(NCc4nc5ccccc5n4C)cc3)CC2)cc1 | -35 | 18 | 7 | -5 | -27 | 36 | 6 | -23
N#Cc1nc(-c2ccc(OCc3ccc(Cl)cc3)cc2)oc1N1CCOCC1 | 5 | 7 | -12 | 3 | 1 | -14 | -16 | 19
CCc1ccccc1Nc1nc2ccccc2n1CC | -2 | -3 | 16 | -6 | 1 | 28 | -22 | -3
CCS(=O)c1ccccc1C(=O)OC(C)C(=O)Nc1ccc(S(=O)(=O)N2CCCC2)cc1 (stereo unspecified) | 3 | 12 | 19 | 0 | 9 | 13 | -3 | 23
C=CCN1C(=O)/C(=N/n2cnnc2)c2ccccc21 | -21 | 21 | -1 | 6 | 9 | 3 | -8 | 5
CCOC(=O)c1oc2nc(CC(C)C)c3c(c2c1N)CCCC3 | 6 | 8 | -11 | -6 | -11 | -10 | -9 | 13
CCN(CC)c1ccc(/C=C/c2ccc3ccc(OC)cc3[n+]2CC)cc1 | -270 | 41 | 93* | 22 | 27 | 84* | 17 | 30
Clc1ccc(Cn2ncc3c(N4CCCCC4)ncnc32)c(Cl)c1 | 9 | -7 | 1 | / | -8 | 10 | / | -5
O=C(CSc1ncnc2ccccc12)Nc1cccc(S(=O)(=O)N2CCOCC2)c1 | 25 | -14 | -13 | -1 | -4 | 3 | -28 | 5
O=C(CN1CCOCC1)Nc1cccc(C(F)(F)F)c1 | -1 | -4 | -5 | 3 | 23 | 2 | -19 | 2
COc1cc(C)c(Cl)c(C)c1S(=O)(=O)NC1CC(C)(C)NC(C)(C)C1 | 4 | -7 | 6 | 4 | 7 | 11 | -9 | 5
COc1cccc(NC(=O)CSc2nnc(-c3cccs3)n2C)c1 | -5 | -15 | 0 | -2 | -9 | 1 | 1 | 3
O=C(c1ccccc1)N1CCN(c2ccc(Cl)cc2)CC1 | 3 | -1 | 4 | 1 | -19 | 1 | -7 | 0
O=C(CCN1C(=O)/C(=C/c2cccs2)SC1=S)NNC(=O)c1cccc(O)c1 | -15 | 17 | 4 | 0 | -29 | 14 | 6 | 26
COc1ccc(C)cc1NC(=O)NNS(=O)(=O)c1ccc(NC(C)=O)cc1 | 2 | 9 | 6 | -2 | 2 | -5 | 10 | -7
CCOC(=O)C1=CN(Cc2cccc(F)c2)S(=O)(=O)NC1CCc1ccccc1 (stereo unspecified) | / | 14 | / | 1 | / | -3 | 22 | -7
Cc1cccc(NC(=O)NCCc2ccc(Cl)cc2)c1 | 4 | 6 | 4 | 3 | 13 | -10 | 4 | 2
COc1ccc([C@H]2CC(=O)C=C(c3cc4ccccc4s3)C2)cc1 | 2 | 10 | -16 | 6 | 4 | -27 | 63* | -22
CCCSc1nnc2n(-c3ccccc3OC)c(=O)c3c4c(sc3n12)CCC4 | -6 | 18 | -25 | 4 | -11 | 8 | -1 | 2
CC1CSc2n(-c3cccc(C(F)(F)F)c3)cc(-c3ccccc3)[n+]21 (stereo unspecified) | -10 | -5 | 1 | 2 | -11 | 46 | 1 | -12
O=C(CN1C(=O)CC(c2ccco2)Sc2ccccc21)Nc1ccc2c(c1)OCCO2 (stereo unspecified) | 4 | 7 | 0 | 5 | 16 | 5 | 4 | -10
Cc1ccccc1Cn1cc(NC(=O)c2cc(C3CC3)on2)cn1 | 3 | -2 | -8 | -4 | -13 | -37 | 19 | 11
O=c1[nH]ncn1-c1cccc(C(F)(F)F)c1 | 5 | 3 | 7 | -14 | 16 | 5 | -7 | 5
Cc1sc(NC(=O)c2ccco2)c(C(c2cccnc2)N2CCCC2)c1C (stereo unspecified) | 3 | 18 | 0 | -1 | 4 | -6 | -6 | -23
CC(=O)NC1CC2CCCC(C1)N2CC(=O)NCc1ccc(F)cc1 (stereo unspecified) | -11 | 4 | 8 | -4 | -8 | -2 | -1 | -40
C#CC[N+](C)(C)CCCCCCCCCC | -4 | 9 | 30 | -6 | 17 | 56* | -1 | -7
Cc1nc(SCC(=O)c2ccccc2)c(C#N)c(-c2ccco2)c1C(=O)NCc1ccco1 | -6 | -6 | 16 | 10 | -21 | 25 | 12 | 0
Nc1nnnn1/N=C/c1ccccc1OCc1ccc(Cl)cc1Cl | -10 | -8 | -13 | 4 | 14 | 14 | 18 | -13
COc1ccc(C(=O)N2CCN(S(=O)(=O)c3ccc(C)cc3C)CC2)cc1S(=O)(=O)N1CCOCC1 | / | 5 | / | 5 | / | 0 | 15 | /
O=C(O)C1CCCCC1C(=O)Nc1ccc(Cl)cc1 (stereo unspecified) | 15 | -7 | 2 | 2 | 15 | 5 | -19 | 24
CC(NC(=O)C1CCCO1)c1ccccc1 (stereo unspecified) | 0 | 3 | -20 | 3 | -10 | 0 | 0 | 14
COc1cc(-c2noc(-c3cccc(Cl)c3)n2)cc(OC)c1OC | 2 | -4 | 0 | 4 | 6 | -1 | 25 | -6
O=S(=O)(c1ccc(Cl)c(NC(=S)Nc2ccccc2N2CCOCC2)c1)N1CCOCC1 | 3 | 18 | -2 | 9 | 9 | 3 | 1 | 13
COc1cccc(C(=O)OCC(=O)Nc2nnc(-c3ccccc3)o2)c1 | -5 | 14 | 3 | 5 | 12 | -6 | -4 | 1
Cc1ccc(F)cc1NC(=O)N1c2ccccc2NC(=O)CC1C (stereo unspecified) | 6 | 9 | 2 | 5 | 3 | 5 | 3 | 10
CN(C)c1nc(Nc2ccc(F)cc2)nc(Oc2ccc(F)cc2)n1 | 1 | 15 | 9 | -6 | 6 | 7 | 5 | 4
Cn1c(=O)c2c(nc(CN3CCN(Cc4ccccc4)CC3)n2Cc2ccc(Cl)cc2)n(C)c1=O | 10 | 1 | -5 | 5 | 1 | 8 | 13 | -41
COc1cc(S(=O)(=O)Nc2cccc(C(=O)O)c2)c(OC)cc1Cl | 16 | 0 | -6 | -5 | 8 | 5 | -9 | 8
CCn1c(=O)cc(OCC(=O)NCc2ccco2)c2ccccc21 | 2 | 4 | 10 | 5 | 8 | 4 | -28 | 7
CCc1ccc(OCC(=O)NNC(=O)CSc2nnc(-c3ccc(C)cc3)n2C)cc1 | 21 | 12 | -1 | 4 | 1 | -11 | 41 | 12
CC(C)N1CCN(Cc2cc3ccccc3[nH]2)CC1CCO (stereo unspecified) | 4 | 2 | 2 | -4 | 14 | 5 | -7 | 6

Whole records from above.
COc1cccc(NC(=O)CSc2nnc(-c3cccs3)n2C)c1 reads UBC13 inh: -5; CCR6 antagonist: -15; Jurkat NFkB inh: 0; CXCR6 inh: -2; APJ antag: -9; Gli-Sufu block: 1; EBI2 block: 1; 697 NFkB inh: 3
O=C(CSc1nc2ccc(Cl)cc2[nH]1)Nc1ccc2[nH]c(=O)[nH]c2c1 reads UBC13 inh: -1; CCR6 antagonist: 1; Jurkat NFkB inh: 7; CXCR6 inh: -9; APJ antag: -23; Gli-Sufu block: -18; EBI2 block: 0; 697 NFkB inh: 5
